Mcl1 Noxa PPI = disrupts binding of human Mcl-1 to Noxa peptide; TR-FRET Mcl-1/Noxa peptide binding, 2 h; inhibition, % at 21.7 µM; 220,000 tested, 1.5% active; AID 1022;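 active means compounds that cut the protein-peptide binding signal by more than 50% relative to plate controls in a single-dose test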;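 further: His-tagged Mcl-1 with rhodamine Noxa BH3 peptide and terbium anti-His antibody; 0% = Mcl-1 plus Noxa peptide wells and 100% = peptide-only wells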
Bcl-W Bim block = inhibitors of Bim-Bcl-W interaction, human; bead-based flow cytometry, Bim peptide-Bcl-W binding; inhibition, % at 10 µM; 190,000 tested, 0.02% active;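 further: 0% = bound tracer without compound and 100% = peptide blocker; higher means less fluorescent Bim peptide bound to Bcl-W beads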
Target sequence (Q92843 whole entry, looked up): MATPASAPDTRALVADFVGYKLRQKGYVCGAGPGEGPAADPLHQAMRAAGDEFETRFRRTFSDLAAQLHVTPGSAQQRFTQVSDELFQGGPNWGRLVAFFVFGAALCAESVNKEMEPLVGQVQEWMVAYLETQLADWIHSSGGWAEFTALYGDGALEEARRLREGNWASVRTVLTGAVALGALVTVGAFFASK
RGS8-Gao = human RGS8-Galphao interaction regulation; multiplexed bead flow cytometry, RGS8-Galphao binding; actives lie on both sides; response (percent of control binding), % at 10 µM; 220,000 tested, 0.34% active; in the data active means response below about 60% or above about 140%; inactive means in between;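 further: Galphao activated as the GDP aluminium fluoride complex binding bead-coupled RGS8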
Target sequence (P09471 whole entry, looked up): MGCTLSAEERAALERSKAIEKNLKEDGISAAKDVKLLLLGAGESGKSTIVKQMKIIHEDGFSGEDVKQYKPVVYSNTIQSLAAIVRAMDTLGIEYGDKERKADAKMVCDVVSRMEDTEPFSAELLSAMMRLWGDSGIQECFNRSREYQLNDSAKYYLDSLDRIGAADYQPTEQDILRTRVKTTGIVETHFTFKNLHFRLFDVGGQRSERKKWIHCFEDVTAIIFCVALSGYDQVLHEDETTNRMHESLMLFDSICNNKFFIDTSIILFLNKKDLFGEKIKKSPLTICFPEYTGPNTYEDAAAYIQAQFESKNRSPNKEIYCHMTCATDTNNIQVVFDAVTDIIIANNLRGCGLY
Bim-Bcl-XL = inhibitors of Bim-Bcl-XL interaction, human. Bim peptide-Bcl-XL binding, bead flow cytometry, fluorescence. inhibition, % at 10 µM. 190,000 tested, 0.04% active
Target sequence (Q07817 whole entry, looked up): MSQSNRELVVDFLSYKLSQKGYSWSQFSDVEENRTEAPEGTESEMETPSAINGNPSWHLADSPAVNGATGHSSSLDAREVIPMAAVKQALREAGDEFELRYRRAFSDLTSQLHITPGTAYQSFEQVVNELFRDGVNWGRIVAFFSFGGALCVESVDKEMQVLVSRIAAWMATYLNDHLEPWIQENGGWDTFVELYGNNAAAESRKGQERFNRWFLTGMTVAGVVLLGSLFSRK
Bcl-B Bim block = disrupts Bim peptide binding to human Bcl-B; inhibition, % at 10 µM; Q9HD36; 190,000 tested, 0.073% active; bead-based flow cytometry; AID 951;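 further: 0% = tracer peptide without compound and 100% = reference inhibitor peptide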
Target sequence (Q9HD36 whole entry, looked up): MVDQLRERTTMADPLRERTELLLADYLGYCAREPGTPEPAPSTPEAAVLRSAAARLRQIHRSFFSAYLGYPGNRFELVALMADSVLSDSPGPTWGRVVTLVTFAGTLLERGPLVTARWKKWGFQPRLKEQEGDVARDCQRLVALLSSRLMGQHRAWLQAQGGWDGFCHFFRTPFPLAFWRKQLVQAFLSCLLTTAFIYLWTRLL
Mcl-1 Bim block = human Bim-Mcl-1 interaction inhibition; Q07820; Bead-based flow cytometry, Bim peptide-Mcl-1 binding; inhibition, % at 10 µM; 190,000 tested, 0.1% active; AID 1009;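 further: 0% = no compound tracer wells and 100% = peptide blocker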
Bfl-1 Bim block = human Bim-Bfl-1 interaction inhibition | Q16548 | Bead-based flow cytometry, Bim-Bfl-1 binding inhibition | inhibition, % at 10 µM | 190,000 tested, 0.12% active;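 further: 0% = wells without compound plus tracer and 100% = blocker peptide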
RGS4-Gao reg = modulates binding of RGS4 to human Galphao | binding response (% of control), % at 10 µM | 220,000 tested, 0.33% active | Multiplexed bead flow cytometry; actives lie on both sides | P09471; in the data active means binding response below about 49% or above about 150%; inactive means in between;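 further: fluorescent Galphao activated with aluminum fluoride binding bead-coupled RGS4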
Bim-Bcl-2 = human Bim-Bcl-2 interaction inhibition. AID 950. P10415. Bead-based flow cytometry, Bim peptide-Bcl-2 binding. 190,000 tested, 0.06% active. inhibition, % at 10 µM; in the data active means inhibition above about 40%; inconclusive means no clear call, values can overlap the other calls;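 further: 0% = no compound wells with probe peptide and 100% = reference peptide inhibitor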
Mcl1 Bid PPI = disrupts binding of human Mcl-1 to Bid peptide | Q07820 | inhibition, % at 21.7 µM | TR-FRET Mcl-1/Bid-Dy647 peptide binding, 1536-well | AID 1021 | 220,000 tested, 0.97% active;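 active means compounds that cut the binding signal by more than half at the single screening dose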;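 further: His-tagged Mcl-1 with europium anti-His antibody binding Bid BH3 peptide; 0% = Mcl-1 plus peptide wells and 100% = peptide-only wells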
RGS7-Gao = regulators of human RGS7-Galphao interaction. P09471. Multiplexed bead flow cytometry, RGS7-Galphao binding; actives lie on both sides. binding response (% of control), % at 10 µM. 220,000 tested, 0.35% active. AID 1439; in the data active means binding response below about 49% or above about 150%; inconclusive means no clear call, values can overlap the other calls; inactive means in between;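 further: fluorescent Galphao held in activated GDP-AlF4 state binding bead-coupled RGS7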
Starred values were filed as active, the others as inactive; u = inconclusive; x = not tested or not shown; [ ] = dose if it differs, or a comment. Unless noted, no stated cut-off is given here; in the data, active means inhibition above about 40%.

Mcl1 Noxa PPI,Bcl-W Bim block,RGS8-Gao,Bim-Bcl-XL,Bcl-B Bim block,Mcl-1 Bim block,Bfl-1 Bim block,RGS4-Gao reg,Bim-Bcl-2,Mcl1 Bid PPI,RGS7-Gao,smiles
8,-2,104,0,-5,-2,-1,101,0,3,103,O=c1[nH]cc(F)c(=O)[nH]1
-4,0,101,0,5,-1,6,103,1,-19,u,CCOC(=O)/C=C/C(=O)OCC(=O)Nc1c(Cl)cccc1Cl
41,0,98,-4,-7,-2,-15,96,-10,-6,98,COc1ccc(NC(=O)CC2Sc3ncnn3C2=O)cc1 (centres undefined)
16,0,114,1,-1,0,0,145,0,1,168*[activator],Cc1nccn1S(=O)(=O)c1ccc(Br)cc1Br
30,-1,99,-1,-7,0,-7,100,-4,-25,u,O=C(Nc1nc(-c2ccccc2)cs1)c1ccc(=O)[nH]c1
10,-2,102,-3,-4,-5,-5,97,-8,1,98,C=CCOC(=O)c1cn(CC)c2nc(C)ccc2c1=O
9,x,102,x,x,x,x,99,x,-9,u,Cn1c(SCC(=O)O)nnc1-c1ccc(NC(=O)c2ccc(Cl)c(Cl)c2)cc1
3,x,102,x,x,x,x,102,x,-40,u,CCn1c(Cc2ccccc2)n[nH]c1=S
5,0,98,-5,-10,-1,1,97,-1,-62,93,Cc1ccc(C)c(NC(=S)Nc2ncccc2C)c1
22,-3,100,-4,-2,5,-6,96,-2,-36,94,NS(=O)(=O)c1ccc(CCNC(=O)c2cc(-c3ccccn3)nc3ccc(Br)cc23)cc1
4,x,99,x,x,x,x,97,x,-6,u,Cc1ccc(C)c(N(Cc2cc3ccc(C)cc3[nH]c2=O)C(=O)c2ccco2)c1
-43,6,107,1,-7,0,-6,101,-2,-53,100,CC(C)(C)c1ccc(NC(=O)C(=O)C2C(=O)Nc3ccccc32)cc1 (centres undefined)
2,-2,99,-3,-1,-1,0,103,0,-45,102,O=C(NCc1ccco1)c1cccnc1Cl
2,x,98,x,x,x,x,99,x,-67,u,C[C@@]12CCC=C[C@H]1[C@H](c1ccc(C(F)(F)F)cc1)N(Cc1ccccc1)C2=O
27,x,99,x,x,x,x,98,x,-155,u,Cc1cc(/C=N/Nc2ccc([N+](=O)[O-])cn2)c(C)n1-c1cccc(C(=O)O)c1
-7,1,104,-2,-6,1,-4,103,-2,-25,101,Cc1cc(C)cc(NC(=O)c2ccc(CNc3c(N4CCOCC4)c(=O)c3=O)cc2)c1
-11,-7,98,-8,-3,-2,-6,99,-6,0,101,COc1ccc(CCN=C2SCC(=O)N2Cc2ccccc2)cc1OC
-1,-1,103,-8,-11,-6,-23,100,-15,-7,101,O=C1OC(Nc2ccccn2)c2ccccc21 (centres undefined)
15,1,99,-2,-9,0,-5,100,-3,-4,u,COC(=O)c1cc(C#N)c(=O)[nH]c1C
25,1,96,-3,-2,-2,0,93,0,-38,89,c1ccc(CCn2nnnc2CN2CCCc3ccccc32)cc1
23,0,102,-6,-12,19,-5,101,-16,-34,101,COc1ccc(-c2csc(NS(=O)(=O)c3ccc([N+](=O)[O-])cc3)n2)cc1
11,-3,100,-16,-10,-1,-11,99,-7,-2,105,CCOC(=O)Nc1sc(NS(=O)(=O)c2ccc(C)cc2)nc1C
24,-2,108,2,-11,-2,-6,110,-11,-30,104,Cc1ccc2nc(NC(=O)CSc3nc4ccccc4o3)sc2c1
-11,-5,99,-6,-8,-3,-18,101,-11,0,100,COC(=O)c1sc(NC(=O)CSc2nnnn2-c2ccc(C)cc2C)nc1C
13,2,112,0,3,1,4,109,-7,-15,111,O=C(CSc1nnc(Cc2ccccc2)o1)N1CCc2ccccc21
29,1,94,2,2,1,2,93,2,15,95,Cc1nn(-c2ccccc2)c(OC(=O)c2cccs2)c1S(=O)(=O)c1ccc([N+](=O)[O-])cc1
-15,0,102,-2,-6,-1,-13,104,-6,-16,100,Cn1c(NC(=O)C2CCCC2)cc(=O)n(C)c1=O
-128,0,104,0,2,0,1,95,-1,-167,100,Nn1c(SCC(=O)Nc2ccc3c(c2)OCO3)nnc1-c1ccc(Cl)cc1
18,-3,106,-7,-8,0,-16,105,-8,-8,105,O=C(CN1CCN(c2ccc(F)cc2)CC1)Nc1ccc(-n2cnnn2)cc1
15,-2,92,0,0,-1,-1,83,1,-44,97,Cc1nc(C)c(/C(O)=C/c2nc3ccc([N+](=O)[O-])cc3oc2=O)o1

A stretch from the list above, for reference:
Mcl1 Noxa PPI,Bcl-W Bim block,RGS8-Gao,Bim-Bcl-XL,Bcl-B Bim block,Mcl-1 Bim block,Bfl-1 Bim block,RGS4-Gao reg,Bim-Bcl-2,Mcl1 Bid PPI,RGS7-Gao,smiles
22,-3,100,-4,-2,5,-6,96,-2,-36,94,NS(=O)(=O)c1ccc(CCNC(=O)c2cc(-c3ccccn3)nc3ccc(Br)cc23)cc1
4,x,99,x,x,x,x,97,x,-6,u,Cc1ccc(C)c(N(Cc2cc3ccc(C)cc3[nH]c2=O)C(=O)c2ccco2)c1

(list continues)
Mcl1 Noxa PPI,Bcl-W Bim block,RGS8-Gao,Bim-Bcl-XL,Bcl-B Bim block,Mcl-1 Bim block,Bfl-1 Bim block,RGS4-Gao reg,Bim-Bcl-2,Mcl1 Bid PPI,RGS7-Gao,smiles
-20,-1,99,-2,-3,-3,-2,105,0,-20,104,c1cc(CNCC2CCCO2)ccn1 (centres undefined)
6,x,103,x,x,x,x,102,x,-9,u,Cc1ccc2cc(/C=N/NC(=O)[C@@H]3CCCN3)c(Cl)nc2c1
3,-4,101,-1,-3,-2,-1,101,-5,-18,103,FC(F)(F)c1cnc(Oc2ccc(-c3nnco3)cc2)c(Cl)c1
4,-2,101,-4,-4,-6,0,97,-1,-10,97,COc1ccc(CC(=O)N/N=C/c2cccn2-c2ccc([N+](=O)[O-])cc2)cc1OC
4,x,102,x,x,x,x,105,x,-32,u,O=C(O)c1cccnc1SCC(=O)N1CCCc2ccccc21
7,-1,97,0,0,-3,-3,95,0,-8,95,O=C(NC(Cc1c[nH]c2ccccc12)C(=O)O)c1cccs1 (centres undefined)
-10,x,98,x,x,x,x,99,x,-80,u,COC(=O)CCCC1=CC2=CC(=O)C(C)(OC(=O)c3cccs3)C(=O)C2=CN1CC(C)C (centres undefined)
11,-3,92,5,-6,-3,-6,98,-7,3,103,CCOC(=O)CSc1nnc(-c2ccco2)n1-c1ccc(C)cc1
5,1,103,0,2,4,-2,106,2,-9,107,CCOc1ccccc1NC(=O)Nc1cc(OC)ccc1OC
57*,0,107,-4,-17,-2,-5,98,-1,-32,107,COc1cc(NC(=O)CSc2nccc(C)n2)c(C)cc1[N+](=O)[O-]
50,5,92,1,-9,-3,3,94,-1,-54,97,Cc1ccc(S(=O)(=O)N(C(=O)c2ccncc2)c2ccc(OC(=O)c3ccncc3)c3ccccc23)c(C)c1
36,-4,96,-1,-2,-3,0,92,0,23,91,c1ccc(CNc2ccc3ccccc3n2)nc1
14,-1,103,0,0,-1,-4,99,0,-20,105,COc1ccc(F)c(-c2nc(CN3CCC(c4ccccc4)CC3)c(C)o2)c1
9,-2,100,-1,0,0,0,99,-5,-19,102,O=c1ccc(NS(=O)(=O)c2ccc(Cl)cc2)cn1Cc1ccc(Cl)c(Cl)c1
-4,-2,100,-1,-5,2,-3,100,2,-1,102,CCC(C)NC(=O)Cc1ccc(-c2ccccc2)cc1 (centres undefined)
-4,-3,105,-1,-6,-6,-6,106,-3,-16,104,CN(C)S(=O)(=O)c1ccc(C(=O)OCc2ccc(C#N)cc2)cc1
-13,0,93,0,-5,-1,-11,85,-3,2,102,CCOc1cc2[nH]c(=O)n(CCCC(=O)NCc3ccc(OC)cc3)c(=O)c2cc1OCC
8,-1,99,-4,-3,-2,-1,98,-2,-32,97,Cc1noc(C)c1CS(=O)(=O)c1ccc([N+](=O)[O-])cc1
3,-3,103,-1,0,-3,-1,107,-3,1,120,COc1cc2[nH]c(=O)n(CCC(=O)NC3CCCC3)c(=O)c2cc1OC
16,-8,103,-4,-13,-2,-1,104,-3,-13,106,O=C(N/N=C/c1ccc([N+](=O)[O-])s1)c1cccc(Br)c1
-7,0,101,-3,-3,-4,-1,100,0,-1,102,COc1cc(OC)cc(C(=O)Nn2cc(C(=O)Nc3ccc(F)cc3F)c3ccccc3c2=O)c1
6,1,101,-1,-5,0,-8,94,-7,-5,96,O=C(CSc1nc(-c2ccc(F)cc2)cs1)NC(=O)NCc1ccco1
15,-1,99,-5,-2,-2,-2,95,-5,-29,95,COc1ccc(CCNC(=O)CCN2C(=O)C(C)Oc3ccc(C)cc32)cc1OC (centres undefined)
18,-1,100,-2,-3,0,-3,99,-2,-12,105,COc1ccccc1NC(=O)COn1nnc2ccc(S(=O)(=O)N3CCOCC3)cc21
14,-5,100,-9,-3,-9,-4,103,-5,-19,102,Cc1ccccc1OCC(=O)Nc1ccc(N2CCN(C(=O)C(C)C)CC2)c(Cl)c1
24,3,94,3,0,0,0,92,0,-55,94,O=C(/C=C\c1ccco1)Oc1cccc2cccnc12
-8,-1,113,-2,-1,-2,0,102,-1,-13,101,O=C(O)C1CC(c2cccc(Br)c2)=NO1 (centres undefined)
7,-1,94,-3,-2,1,-1,91,-1,-27,u,CCC(C)(C)NC(=S)Nc1ccccc1C
-9,2,101,9,-3,2,-13,100,-6,-33,101,O=C(Cn1cnc2c(nnn2-c2cccc(Cl)c2)c1=O)N1CCCC1
9,1,100,0,-2,1,-1,98,0,-11,95,O=C(Cn1[nH]c(=O)c2ccccc2c1=O)OCC(=O)N1CCCc2ccccc21

Additional compounds:
Mcl1 Noxa PPI,Bcl-W Bim block,RGS8-Gao,Bim-Bcl-XL,Bcl-B Bim block,Mcl-1 Bim block,Bfl-1 Bim block,RGS4-Gao reg,Bim-Bcl-2,Mcl1 Bid PPI,RGS7-Gao,smiles
2,2,102,-1,-4,-4,-7,103,-3,-24,105,COc1cc(C(=O)OCC(=O)Nc2c(F)c(F)c(F)c(F)c2F)cc(OC)c1OC
-2,-2,98,-1,-4,0,0,100,0,-11,100,CCOc1cc(C=O)cc(Br)c1OCC(=O)NCCc1ccccc1
6,-3,88,0,1,0,-5,78,-4,-7,92,O=C(O)/C=C/C(=O)N1CCN(S(=O)(=O)c2cc(C(F)(F)F)ccc2Cl)CC1
27,0,102,0,3,-3,0,103,1,43,101,C#CCOCCOCCOCCNc1nc(N2CCN(C(=O)[C@H](CCCCN)n3cc([C@@H](N)CO)nn3)CC2)nc(N2CCN(C(=O)[C@H](Cc3ccc(O)cc3)n3cc([C@@H](N)CC(C)C)nn3)CC2)n1
2,-3,94,-3,0,0,0,102,-3,-69,104,Nc1ccc(C23CC4CC(CC(O)(C4)C2)C3)cc1
15,-3,101,-1,-2,3,0,101,0,-6,97,O=C(c1ccccc1F)N1CCN(c2ncccn2)CC1
-6,2,102,-4,-8,0,-10,103,-7,-14,103,CC(=O)c1cccc(NC(=O)CN2C(=O)C3C4C=CC(C4)C3C2=O)c1 (centres undefined)
-31,-4,15*,-8,-6,-7,-1,19*,-2,-27,8.0*,Cc1ccc(C)c(NC(=S)c2ccc3ccccc3n2)c1
10,0,98,-4,-3,-4,-1,100,0,0,98,Cn1c2c(c(=O)n(C)c1=O)C(NC(=O)c1ccco1)(C(F)(F)F)C(=O)N2 (centres undefined)
38,-2,105,-2,-15,-4,5,99,-2,-4,98,COc1ccc2ccccc2c1C(=O)/C=C\c1ccoc1
31,x,99,x,x,x,x,110,x,23,u,Cc1cc(-c2nnc(CCC(=O)N(C)CCc3ccccc3)o2)no1

Screens deposited in PubChem by several laboratories.
